Bioassay records deposited in PubChem BioAssay by Sanford-Burnham Center for Chemical Genomics.
TIM10 inh: growth inhibitors of isogenic TIM10 control yeast, primary screen, counter-screen for tim10-1 yeast inhibitor project, luminescence, uHTS; S. cerevisiae TIM10 strain growth, BacTiter-Glo luminescence, 24 h; inhibition, % at 10 µM; actives 1.4% (n = 330,000);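 active = inhibition of 40% or more at the single tested concentration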;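 note: wild-type TIM10 isogenic control strain grown at permissive 25 °C; 0% = DMSO yeast wells and 100% = minimal medium wells without yeast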
tim10-1 inh: growth inhibitors of tim10-1 mutant yeast, primary screen, luminescence, uHTS; S. cerevisiae tim10-1 ts strain growth, BacTiter-Glo, 24 h; inhibition, % at 20 µM; actives 2.2% (n = 330,000); AID 463190, 2010;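 active = inhibition of at least 40%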;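 note: mutant grown at 25 °C; 0% = DMSO wells with yeast and 100% = wells holding no yeast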
UPR CHOP act: activators of apoptotic CHOP UPR arm, primary screen, cell-based, CHO-CHOP luciferase reporter, luminescence, uHTS | UPR activation; percent of tunicamycin response over DMSO baseline | activation, % at 10 µM | actives 0.34% (n = 330,000) | AID 449763, 2010;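 active = at 10 µM dose, activation of 40% or more, normalized to positive control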;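 note: 100% = tunicamycin at 10 µg/mL and 0% = DMSO alone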
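System: CHO CHOP reporter cells. Amount: 500 cells per well. Buffer or medium: F12 medium, 10% FBS. Compound dosing: one dose, 10 µM in 0.5% DMSO. Incubation: 6 h compound exposure at 37 °C after overnight seeding. Technique: Steady-Glo luciferase luminescence. Benchmarks: tunicamycin and DMSO controls.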
Mdm2-MdmX inh: inhibitors of human Mdm2-MdmX association, primary screen, cell-based, luminescence, split luciferase, SaOS-2, uHTS. SaOS-2 split-luciferase Mdm2/MdmX complementation. Protein Mdm4 (Homo sapiens) + E3 ubiquitin-protein ligase Mdm2 (Homo sapiens), …. AID 485346, 2010. inhibition, % at 8 µM. actives 3% (n = 330,000);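 active = inhibition of at least 50% at 8 µM in the primary screen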
Target sequence (O15151 whole entry, looked up): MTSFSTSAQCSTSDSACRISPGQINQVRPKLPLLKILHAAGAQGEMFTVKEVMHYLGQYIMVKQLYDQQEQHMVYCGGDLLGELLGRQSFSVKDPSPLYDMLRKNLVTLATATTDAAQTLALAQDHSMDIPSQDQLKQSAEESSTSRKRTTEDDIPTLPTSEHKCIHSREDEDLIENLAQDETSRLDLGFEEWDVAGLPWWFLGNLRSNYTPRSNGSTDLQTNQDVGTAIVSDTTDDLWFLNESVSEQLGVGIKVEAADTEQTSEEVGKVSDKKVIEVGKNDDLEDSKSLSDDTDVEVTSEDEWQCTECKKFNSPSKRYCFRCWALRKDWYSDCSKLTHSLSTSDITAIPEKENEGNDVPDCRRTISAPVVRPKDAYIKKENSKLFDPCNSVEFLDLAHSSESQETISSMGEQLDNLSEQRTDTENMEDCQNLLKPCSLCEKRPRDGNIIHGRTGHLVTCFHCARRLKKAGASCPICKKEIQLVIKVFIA
Target sequence (Q00987 whole entry, looked up): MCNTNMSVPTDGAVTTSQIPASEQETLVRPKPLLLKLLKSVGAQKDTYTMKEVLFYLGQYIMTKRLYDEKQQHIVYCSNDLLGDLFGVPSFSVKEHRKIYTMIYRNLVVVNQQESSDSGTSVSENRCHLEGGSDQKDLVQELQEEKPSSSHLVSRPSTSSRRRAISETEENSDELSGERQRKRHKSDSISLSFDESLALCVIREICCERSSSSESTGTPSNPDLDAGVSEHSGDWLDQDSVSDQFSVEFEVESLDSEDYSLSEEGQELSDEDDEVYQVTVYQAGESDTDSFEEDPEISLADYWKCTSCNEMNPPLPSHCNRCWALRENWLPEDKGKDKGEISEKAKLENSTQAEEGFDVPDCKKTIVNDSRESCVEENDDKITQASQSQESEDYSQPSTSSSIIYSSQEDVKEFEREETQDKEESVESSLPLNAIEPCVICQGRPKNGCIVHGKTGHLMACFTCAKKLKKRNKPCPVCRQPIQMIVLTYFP
697 NFkB inh: inhibitors of PMA/ionomycin-induced NF-kB reporter, 697 cells, primary screen, B-cell NF-kB inhibitor project, cell-based, luminescence, uHTS; 697 B-cell NF-kB luciferase reporter, 16 h; inhibition, % at 4 µM; actives 0.33% (n = 330,000); AID 435022, 2010; in the data active = inhibition above about 35%
UPR XBP1 act: activators of adaptive XBP1 UPR arm, primary screen, cell-based, CHO-XBP1 luciferase reporter, luminescence, uHTS; IRE1-XBP1 UPR activation; percent of tunicamycin response, DMSO as zero; activation, % at 20 µM; actives 0.33% (n = 330,000); AID 463104, 2010;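 active = versus positive control, 20 µM dose yields 30% or more activation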;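 note: 100% = tunicamycin at 10 µg/mL and 0% = DMSO only wells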
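Material: CHO cell line with stable XBP1 luciferase reporter; schedule: 16-18 h cell attachment at 37 °C, then 6 h compound exposure; signal: glow luminescence from Steady-Glo reagent; medium: serum-containing F12 medium, 10% FBS; benchmarks: tunicamycin 10 µg/mL and vehicle-only wells; read-out: percent activation relative to tunicamycin reference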
Jurkat NFkB inh: inhibitors of induced NF-kB luciferase reporter, primary screen, TCR NF-kB activation inhibitor project, cell-based, luminescence, uHTS; Jurkat, PMA/ionomycin-induced NF-kB luciferase reporter; inhibition, % at 4 µM; actives 0.53% (n = 330,000); AID 435003, 2010; in the data active = inhibition above about 50%
tim23-1 inh: growth inhibitors of tim23-1 mutant yeast, primary screen, luminescence, uHTS. inhibition, % at 20 µM. S. cerevisiae tim23-1 growth, BacTiter-Glo luminescence, 24 h. AID 463212, 2010. actives 1.3% (n = 330,000);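 active = growth inhibition of the mutant yeast at or above 50%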;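 note: temperature-sensitive mutant grown at 25 °C; plate controls were DMSO-treated mutant yeast for no effect and medium wells lacking yeast for full effect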
* marks the source's active call; other numbers are inactive results; & = joins results of further samples.

compound | TIM10 inh | tim10-1 inh | UPR CHOP act | Mdm2-MdmX inh | 697 NFkB inh | UPR XBP1 act | Jurkat NFkB inh | tim23-1 inh
Cc1ccc(-c2nc(SC(C)C(=O)N3CCOCC3)n[nH]2)cc1 (stereo not drawn) | 2 | -26 | 0.0 | -2 | -10 | -3 | 16 | 1
CCC1CN(C(=O)N2CCC(C(=O)NCc3ccc(OC)cc3OC)CC2)c2ccccc2O1 (stereo not drawn) | 2 | 11 | 0.9 | 21 | -4 | -6 | -2 | 9
CCOc1ccc(NC(=O)CCN2CCN(c3ccccc3F)CC2)cc1 | -1 | 7 | -0.3 | 32 | 8 | -1 | 4 | 13
COc1cc(C2NC(=O)NC(c3ccccc3)=C2C(C)=O)c(Cl)cc1OCC(=O)O (stereo not drawn) | 11 | -4 | 1.5 | 15 | -3 | -2 | -2 | 7
CCNC(=O)C(=O)Nc1ccc([N+](=O)[O-])cc1 | 4 | 11 | 2.0 | -1 | 14 | 2 | 2 | 8
CCc1c(O)cc2n(c1=O)-c1ccc(Cl)cc1C2(C)C | 42* | 44* | -2.0 | -20 | -5 | 2 | -13 | 52*
C=CCC1(C)C(=O)N(c2ccccc2)c2ccccc21 (stereo not drawn) | 12 | 14 | 1.8 | -10 | 7 | -3 | -3 | 23
COc1ccc(-c2cc(=O)oc3cc(OCc4nn[nH]n4)ccc23)cc1 | 9 | 15 | -0.9 | 23 | 9 | 0 | 16 | 16
Nc1ccc(-c2cc(-c3cccc(N)c3)nc(-c3ccccc3)n2)cc1 | -21 | -1 | 0.2 | -18 | 7 | -2 | -2 | -7
C=CCNc1sc(C(=O)c2ccccc2)c(N)c1C#N | 9 | 9 | 1.2 | -2 | -15 | 1 | -7 | 16
COc1ccc(S(=O)(=O)Cc2ccc(C(=O)O)o2)cc1 | 7 | -7 | 0.0 | 16 | 13 | -1 | -14 | -1
CCC(C(=O)N1CCOCC1)n1nc(C)n2c(cc3cc(C)ccc32)c1=O (stereo not drawn) | -4 | 7 | 1.1 | -11 | -8 | -2 | 12 | 3
COc1cc(Cl)ccc1OCc1cc(C(=O)NCCCN2CCCC2=O)no1 | -3 | -3 | 0.6 | 9 | -5 | -4 | 3 | -1
COc1ccc(C(=O)Nc2ccc(N3CCCC3)cc2)cc1OC | -2 | 4 | 6.7 | 3 | -5 | -4 | -13 | 23
CC(=O)c1ccc(Oc2cc(C)nc(-n3nc(C)cc3C)n2)cc1 | 18 | 35 | -1.2 | 59* | 1 | 16 | 52* | 22
CC(C)NC(=O)/C(C#N)=C\c1ccc(N(C)C)o1 | 5 | 2 | 1.6 | -8 | 1 | 1 | 0 | 2
COC(=O)c1scc(C)c1NC(=O)CC1NCCNC1=O (stereo not drawn) | 1 | -18 | 1.4 | 22 | 19 | -5 | 28 | -6
CCOc1ccc(-n2nc3c(Cl)nnc(C)c3c2C)cc1 | 7 | 8 | 0.0 | 19 | -24 | -2 | -16 | 3
O=C(Nc1ccccc1)c1ccc(-c2ccc(Br)cc2)o1 | 40 | 28 | 3.6 | -15 | -18 | 2 | -51 | 47
Cc1ccc(-c2nnn(Cc3nc4ccccc4s3)n2)cc1 | 13 | 22 | -0.8 | -14 | -24 | -2 | -1 | 20
CC(CCCC(C)(C)O)NC(=O)c1ccc2oc(CCc3ccccc3)nc2c1 (stereo not drawn) | -11 | 4 | 0.7 | -6 | -13 | 0 | -1 | 3
CCC(=O)N1CCN(c2ccc(OC)cc2[N+](=O)[O-])CC1 | 8 | 14 | -1.3 | 16 | -6 | -3 | 3 | 3
CCc1cc2c(=O)n(CC(C)C)cnc2s1 | -9 | 3 | 4.6 | -99 | -76 | 1 | -46 | 10
COc1ccc(/C=C/C(=O)c2ccc(NC3=NCCCS3)cc2)cc1OC | 28 | 32 | 2.1 | 19 | -3 | -5 | 22 | 17
CCn1c(SCC(=O)NC2CCCCC2)nnc1C(CO)NC(=O)c1ccccc1 (stereo not drawn) | -6 | -9 | 0.5 | -4 | -7 | -4 | -3 | 1
CN1C(=O)Cc2cc(S(=O)(=O)N3CCN(c4cccc(C(F)(F)F)c4)CC3)ccc21 | 4 | -7 | 1.2 | 3 | -3 | -1 | -2 | 8
Cc1cc(C(=O)NCCc2ccc(Cl)cc2)c2ccccc2n1 | 15 | -9 | -0.6 | 6 | 15 | -5 | 6 | 9
O=C(Nc1ccc(N2CCOCC2)cc1)c1cccc(-n2cnnc2)c1 | 21 | 2 | -0.4 | 27 | -14 | -5 | -9 | 7
Cc1ccccc1-n1cnnc1SCC(=O)N1CCN(c2ccccc2)CC1 | -8 | 5 | -0.8 | -1 | -3 | -1 | -12 | 18
CCN(CC(=O)Nc1ccc(Cl)c(S(=O)(=O)N(C)C)c1)CC(=O)NC(C)C | -6 | 7 | -1.6 | -7 | -13 | -4 | -26 | 1

Only Jurkat NFkB inh, for five of the compounds above:
Structure | Jurkat NFkB inh
O=C(Nc1ccc(N2CCOCC2)cc1)c1cccc(-n2cnnc2)c1 | -9
COc1ccc(-c2cc(=O)oc3cc(OCc4nn[nH]n4)ccc23)cc1 | 16
CN1C(=O)Cc2cc(S(=O)(=O)N3CCN(c4cccc(C(F)(F)F)c4)CC3)ccc21 | -2
CC(=O)c1ccc(Oc2cc(C)nc(-n3nc(C)cc3C)n2)cc1 | 52*
CCC(C(=O)N1CCOCC1)n1nc(C)n2c(cc3cc(C)ccc32)c1=O (stereo not drawn) | 12

(further entries)
compound | TIM10 inh | tim10-1 inh | UPR CHOP act | Mdm2-MdmX inh | 697 NFkB inh | UPR XBP1 act | Jurkat NFkB inh | tim23-1 inh
COc1ccc(S(=O)Cc2ccc(C(=O)NC3CC3)o2)cc1 (stereo not drawn) | -1 | -4 | 0.2 | 16 | -5 | -7 | -14 | 12
O=C(NC(=S)Nc1ccccc1Br)c1ccco1 | 14 | 21 | 15 | -11 | -44 | 2 | -51 | 31
COc1ccc(NC(C)=O)cc1NC(C)C(=O)Nc1ccc(S(=O)(=O)N2CCCCC2)cc1 (stereo not drawn) | 3 | 1 | 1.5 | -21 | 12 | -1 | 4 | 13
Cc1ccc(C(=O)NNC(=O)CSc2nnc3c(n2)[nH]c2ccc(C)cc23)cc1 | -7 | -8 | -1.3 | 20 | 10 | -1 | -32 | -6
O=C(Nc1ccc2c(c1)OCCO2)c1cc2sccc2n1Cc1ccc(F)cc1 | 33 | 1 | 1.4 | -33 | -69 | -2 | -35 | -1
OCC[C@H]1C[C@@H](O)[C@H](O)[C@@]2(OCc3ccccc32)O1 | -8 | 8 | -2.1 | 14 | 22 | -1 | -6 | -12
CCSc1nc(C2CC2)cc(-c2ccco2)c1C#N | -9 | 19 | -5.9 | 19 | -9 | -1 | -5 | 10
c1ccc(-c2nc(N3CCNCC3)nc3ccccc23)cc1 | 8 | 14 | -0.4 | 14 | 8 | 3 | 2 | 2
COCCN(CCOC)C(=O)C1CCN(c2ccc(S(=O)(=O)N3CCOCC3)cc2[N+](=O)[O-])CC1 | -7 | -7 | 1.0 | -6 | 20 | 0 | 5 | -29
Cc1ccc(C(=O)Nc2ccc3c(c2)C(=O)N(C)C3=O)c(C)c1 | 9 | 7 | 1.0 | -17 | -17 | 8 | -4 | -2

Rewritten as labelled records: part of the list above.
OCC[C@H]1C[C@@H](O)[C@H](O)[C@@]2(OCc3ccccc32)O1
  TIM10 inh: -8	tim10-1 inh: 8	UPR CHOP act: -2.1	Mdm2-MdmX inh: 14	697 NFkB inh: 22	UPR XBP1 act: -1	Jurkat NFkB inh: -6	tim23-1 inh: -12
CCSc1nc(C2CC2)cc(-c2ccco2)c1C#N
  TIM10 inh: -9	tim10-1 inh: 19	UPR CHOP act: -5.9	Mdm2-MdmX inh: 19	697 NFkB inh: -9	UPR XBP1 act: -1	Jurkat NFkB inh: -5	tim23-1 inh: 10

Carrying on.
compound | TIM10 inh | tim10-1 inh | UPR CHOP act | Mdm2-MdmX inh | 697 NFkB inh | UPR XBP1 act | Jurkat NFkB inh | tim23-1 inh
COc1cccc(CSc2nnc(-c3ccc(F)cc3)o2)c1 | -6 | 4 | 1.9 | -4 | -5 | -4 | -8 | 11
COCC(C)NC(=O)C1CCN(S(=O)(=O)c2ccc3ccccc3c2)CC1 (stereo not drawn) | 5 | 16 | 3.2 | 7 | 18 | -2 | -6 | 21
O=C(O)Cn1c(O)c(C=Nc2ccccc2)sc1=S | 2&-9 | 15&3 | 0.7&-0.1 | -12&-2 | -8&5 | -2&1 | -13&2 | 19&8
Cc1ccc(C)c(S(=O)(=O)N2CCN(C(=O)CCC(=O)NCc3ccc(Cl)cc3)CC2)c1 | 18 | 11 | 0.5 | -2 | 16 | -4 | -3 | 19
CCOC(=O)C1=NN(c2ccc(F)cc2)C2=NC(C)=C(C(=O)OC)C(c3cccs3)N12 (stereo not drawn) | 19 | 33 | -0.2 | 34 | -8 | -3 | -1 | 26
Cc1cc(=O)[nH]c(SCC(=O)Nc2nnc(CC(C)C)s2)n1 | -6 | -2 | 0.5 | 0 | -2 | -6 | 0 | 0
CCCN1C(=O)CC(C(=O)OC)=C1C | 8 | 1 | 3.7 | -8 | 10 | 0 | 16 | 5
OCCC1CN(Cc2c(F)cccc2Cl)CCN1C1CCCC1 (stereo not drawn) | -16 | 15 | -1.2 | 17 | 14 | 0 | -4 | 0
Cc1ccc(-c2c[n+](Cc3cccc(Cl)c3)c3n2CCC3)cc1 | 3 | 4 | 1.2 | 7 | -41 | 2 | 21 | 1
O=C1c2ccccc2N2C(=O)c3ccccc3[C@H]2N1c1ccccc1 | -3 | 28 | -0.5 | 31 | 20 | -2 | 0 | 34
COc1ccc(C(CCN2CCN(c3ccccc3)CC2)c2c(OC)cc(OC)c3c(-c4ccccc4)cc(=O)oc23)cc1 (stereo not drawn) | 1 | 17 | -0.6 | 23 | 24 | 0 | -20 | -16
CCOC(=O)c1c(-c2cccs2)csc1NC(=O)C(C)(C)C | 9 | 3 | -1.3 | -2 | -17 | -2 | -8 | 6
CN(CC(=O)Nc1c(Cl)cccc1Cl)C(=O)Cc1ccc2c(c1)CCC2 | 3 | 21 | 1.0 | 41 | 1 | 10 | -3 | 24
COC(=O)c1ccc(OC(=O)c2ccc(OC)cc2)c(OC)c1 | -2 | -9 | 1.7 | 1 | 19 | 3 | 17 | 9
Cc1ccc(CCNC(=O)C2CC(c3cccc(F)c3)=NO2)cc1 (stereo not drawn) | -11 | -11 | -1.6 | -11 | 6 | 3 | -7 | -2
CN1CCCN(CC(O)COCc2cccs2)CC1 (stereo not drawn) | -21 | -10 | -1.3 | 14 | -7 | -4 | -21 | -3
Cn1c(SCC(=O)Nc2ccccc2-c2ccccc2)nnc1-c1ccco1 | -1 | 20 | -1.8 | 5 | 7 | -2 | 15 | 26
COc1cccc(C(=O)Nc2c3c(nn2-c2cccc(C)c2C)CS(=O)(=O)C3)c1OC | 21 | 38 | -0.3 | 9 | -18 | 1 | -2 | 42
Cc1oc(-c2cc3c(cc2Cl)OCO3)nc1CN1CCCC(C(=O)N2CCOCC2)C1 (stereo not drawn) | -5 | -10 | 0.8 | 4 | 0 | 0 | -6 | 10
Cc1ccc(CN=C(N)Nc2nc(C)cc(C)n2)cc1 | 5 | 13 | -0.4 | 68* | -39 | 1 | 73* | -4
OCC1(Cc2ccc(F)cc2)CCCN(CCc2ccccc2)C1 (stereo not drawn) | -26 | -16 | -0.3 | 10 | -17 | -5 | 13 | 12
